GoLoco inh red: inhibitors of human Gai1-RGS12 GoLoco interaction (red fluorophore). Gai1:RGS12 GoLoco peptide FP, rhodamine, 10 min. 0.44% of 230,000 active. P63096. Potency, µM (doses to about 61.6 µM), for the others: at the highest dose activity, negative = inhibition, most hits filed as inhibitors; active = well fitted inhibition curve with a large enough effect, not every such curve was filed as active; inactive = no such curve, though single readings can be large or run the other way; note: % is set by controls: 0 for no effect and ±100 for the full control effect; nearly all actives have a fitted effect of over 30% in size; many of its hits are not listed in these tables
Target sequence (P63096 whole entry, looked up): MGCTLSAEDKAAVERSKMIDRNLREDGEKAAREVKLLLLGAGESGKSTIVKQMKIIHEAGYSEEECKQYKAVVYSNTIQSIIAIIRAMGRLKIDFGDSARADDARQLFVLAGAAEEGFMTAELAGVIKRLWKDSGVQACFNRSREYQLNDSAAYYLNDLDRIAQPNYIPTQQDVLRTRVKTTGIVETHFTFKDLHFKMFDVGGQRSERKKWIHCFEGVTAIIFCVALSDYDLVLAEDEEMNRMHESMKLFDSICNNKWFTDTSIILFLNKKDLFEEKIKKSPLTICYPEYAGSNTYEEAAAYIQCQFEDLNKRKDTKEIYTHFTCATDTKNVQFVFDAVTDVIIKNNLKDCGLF
IMPase Li inh: cell-permeable IMPase inhibitors with lithium potentiation; 0.35% of 210,000 active; Potency, µM (highest dose often 59.4 µM), inactives show top-dose activity, negative = IMPase inhibition, most hits filed as inhibitors; CHO-M1 cells, IP1 TR-FRET (IP-One), carbachol + lithium;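 note: IP1 builds up when IMPase is blocked and the TR-FRET signal falls; plate controls were basal vehicle for no effect and high inhibitor control for full effect; nearly all actives have a fitted effect of over 50% in size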
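Concentration–response in CHO-M1 cells, lithium-potentiated; 30 min at 37C. IP1 detected by competitive TR-FRET after 10 min lysis at RT. Hill-fitted AC50.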
GAA glycogen mod: alters human alpha-glucosidase cleavage of glycogen. AID 2100. recombinant GAA, glycogen substrate, Amplex Red glucose oxidase fluorescence. Potency, µM (top dose mostly 76.4 µM), without a hit: top-dose activity change, negative = inhibition, hits mostly inhibitors. 0.38% of 300,000 active. P10253;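 note: 0% = full enzyme reaction and -100% = no-enzyme basal signal; the screen sought inhibitors and activators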
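qHTS, 1536-well; enzyme 4 nM final; cpd up to 77 uM; substrate bovine liver glycogen 30 ug; 50 mM citrate/phosphate pH 5.0, 0.01% Tween-20; 37 C, 40 min; Amplex Red detection 45 min RT; Hill fit → AC50.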
aGlu spleen mod: lysosomal alpha-glucosidase (human) modulation; Potency, µM (top dose mostly 79.9 µM), for the others: at the top dose activity change, negative = inhibition, usual class: inhibitors; 0.006% of 240,000 active; P10253; human spleen homogenate, 4-MU-alpha-glucoside fluorescence;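 note: 0% = enzyme with vehicle and -100% = no enzyme basal signal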
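Compounds were titrated against alpha-glucosidase in spleen homogenate at pH 5.0, with 1 mM 4-methylumbelliferyl substrate for 40 min at 37 C. Reactions were quenched with pH 10 NaOH/glycine and fluorescence measured.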
GAA inhib: inhibitors of human lysosomal alpha-glucosidase. 0.005% of 200,000 active. P10253. purified human GAA, 4-MU-alpha-glucoside fluorescence. Potency, µM (doses to about 76.9 µM), inactives show at the highest dose activity change, negative = inhibition, usual class: inhibitors;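 note: plate controls were uninhibited enzyme wells for no effect and no-enzyme background for full effect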
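qHTS format, compound range up to 77 uM. Human lysosomal enzyme at 4 nM, 400 uM 4-MU glucoside substrate, pH 5.0, 20 min room temperature; fluorescence after alkaline stop gives activity normalized to controls.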
HttQ103 aggreg: mutant huntingtin aggregation inhibition. 1.1% of 220,000 active. PC12 HttQ103-GFP aggregates, Acumen cytometry, 40 h. Potency, µM (highest dose often 46.1 µM), for inactives: top-dose activity change, negative = inhibition, usual class: inhibitors. AID 1688; note: % is set by controls: 0 for no effect and ±100 for the full control effect; nearly all actives have a fitted effect of over 60% in size
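PC12 cells stably carrying ecdysone-inducible HTT exon 1 Q103–GFP were induced with tebufenozide (100 nM final) and treated with library compounds in titration. GFP aggregates in lysates were counted by laser scanning cytometry.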
HTT ATP protect: protects HTT-Q103 PC12 cells, measured by ATP; PC12 HTT-Q103 induced, cytoprotection, ATP luminescence, 40 h; Potency, µM (titrated, usually from 56.4 µM), for inactives: cytoprotection (ATP increase), usual class: activators; 0.14% of 230,000 active;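 note: % of control where 0% means no effect; nearly all actives have a fitted effect of over 45% in size; toxic huntingtin expression switched on by the ecdysone agonist tebufenozide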
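Stable PC12 Q103-GFP cells in serum-supplemented, phenol red-free DMEM; induction by tebufenozide at 100 nM final; compound dose series; cell viability quantified luminescently from ATP.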
Numbers without * were called inactive; ? = inconclusive; . = no result given; [ ] = dose if it differs, or a comment. Unless noted, calls come from the whole dose curve; as a rule, active = well fitted curve in the direction sought with a large enough effect; inconclusive = small, poorly fitted or top-dose-only effect, or another doubt; inactive = no such curve, though single readings can be large; an effect the other way counts as inactive or inconclusive. Potency is the fitted concentration of half-maximal effect. Only part of the results is shown; rates above refer to the full screens.

SMILES	GoLoco inh red	IMPase Li inh	GAA glycogen mod	aGlu spleen mod	GAA inhib	HttQ103 aggreg	HTT ATP protect
O=C(Nc1ccc(-n2ccnc2P(=O)(O)c2ccccc2)cc1)c1ccccc1Br	-23%	30%[activator][38.3 µM]	-2%	4%	5%	3%	-8%
Cc1nn(-c2cc(N3CCNCC3)ccc2[N+](=O)[O-])c(=O)c2ccccc12	0%	5%[38.3 µM]	11%	-10%	-7%	-16%	-10%
Cc1csc2nc(CSc3nc4ccccc4o3)cn12	15%	8%[38.3 µM]	-24%	-7%	-4%	?	-21%
Cn1c(=O)c2c(nc(N3CCOCC3)n2CC(=O)c2ccccc2)n(C)c1=O	-9%	-5%[38.3 µM]	3%	-6%	-6%	-15%	-18%[0.074 µM]
Cn1c(O)c(N=NC(=O)c2cc(-c3cccs3)nc3ccccc23)c2ccccc21	27%	6%	-9%	4%	1%	?	11%[10 µM]
COc1ccccc1NS(=O)(=O)c1ccc(N/N=C/c2c(C)nn(-c3ccccc3)c2N2CCCC2)c([N+](=O)[O-])c1	5%	10%	8%	0%	-17%	-5%	6%[10 µM]
O=C(O)CCCC(=O)NCCc1ccncc1	0%	29%[38.3 µM]	1%	-1%	2%	-16%	10%
CC(=O)Nc1sc(NC(=O)c2ccc(C)cc2)nc1-c1cccs1	-8%	-7%	-26%	-4%	1%	-8%	-6%[10 µM]
COc1cc(NC2CCCCC2O)c2nc(-c3ccc(Cl)cc3)ccc2c1 (centres undefined)	2%	.	1%	4%	.	11%[9.22 µM]	13%[10 µM]
C=CCSC1=NC(N)=C(C#N)C2(CCCCC2)C1C(N)=O (centres undefined)	2%	4%[38.3 µM]	-10%	4%	-18%	0%	15%
Cc1c(C#N)c(N)nc2c3c(sc12)NC(=O)CC3c1ccc(Cl)cc1 (centres undefined)	111%[activator]	4%	-10%	3%	?	-2%	15%[10 µM]
COc1cc(-c2cc(C(=O)Nc3nc4ccccc4s3)c3ccccc3n2)cc(OC)c1OC	3%	7%	2%	-4%	-10%	3%	24%[10 µM]
O=C1c2ccccc2-c2cc([N+](=O)[O-])c([N+](=O)[O-])cc21	-1%[14.2 µM]	11%	.	.	.	.	-44%[inhibitor][10 µM]
CN(Cc1cnn(C)c1)S(=O)(=O)c1cccc([N+](=O)[O-])c1	-7%	-7%	-1%	4%	9%	-13%[9.22 µM]	-11%
C/C(=N\NC(=O)c1cccc(N/N=C(\C)c2cc(O)ccc2O)c1)c1cc(O)ccc1O	16%	13%	?	-4%	6%	?	4%[10 µM]
Cc1[nH]c2ccccc2c1C(=O)CN1CCCC1	19%	-13%[38.3 µM]	17%	-8%	-3%[15.4 µM]	0%	9%
COC(=O)Cc1n[nH]c(=S)[nH]c1=O	9%	2%[38.3 µM]	-2%	-2%	-2%	-1%[9.22 µM]	-20%[0.074 µM]
COC(=O)c1ccc(C(NC(=O)OCc2ccccc2)/C(C)=C/[C@@H](C)C(=O)NCc2ccc(-c3ccccc3)cc2)cc1 (some centres undefined)	4%	11%	-4%	-15%	?	-4%	.
CCc1cccc(CC)c1NC(=O)CO/N=C(\N)CC(=O)NC1CCCCC1	2%	2%	21%	4%	-3%	-3%	14%[10 µM]
Cc1cccc(NS(=O)(=O)c2ccc(Oc3ccccc3)cc2)n1	6%	25%[38.3 µM]	-9%	-5%	-1%	-30%	21%[10 µM]
O=C(CNC(=O)c1ccccc1F)OCC(=O)N1CCCc2ccccc21	6%	-4%	10%	-9%	-5%	-13%	-5%[10 µM]
CC(C(=O)Nc1ccccc1-c1ccccc1)N1CCCCC1 (centres undefined)	-20%	23%[38.3 µM]	8%	2%	0%	12%[9.22 µM]	1%
O=C(NCCc1ccccc1)c1ccc(-c2ccccc2Cl)o1	-8%	2%	-2%	11%	-6%	-19%	.
COc1ccc(/C(N)=N/OC(=O)CN(C)S(=O)(=O)c2ccccc2)cc1	8%	12%	-22%	10%	6%	-6%	-16%
CCOC(=O)C(NC(=O)CC)(N1CCc2ccccc2C1)C(F)(F)F (centres undefined)	6%	-3%[38.3 µM]	8%	-4%	4%	3%	-4%
(list continues)
SMILES	GoLoco inh red	IMPase Li inh	GAA glycogen mod	aGlu spleen mod	GAA inhib	HttQ103 aggreg	HTT ATP protect
COc1ccc2oc(=Nc3cccc(F)c3)c(C(N)=O)cc2c1	5%	-6%	-1%	-16%	0%	-2%	-34%[inhibitor]
Cc1cc(C(=O)O)c(CSc2ncn[nH]2)o1	6%	0%	-9%	3%	-13%	-10%	1%[10 µM]
Cc1sc(N)c(C#N)c1C	0%	-5%	-5%	-15%	3%	7%	?
C/C(CC(=O)Nc1cc(C)cc(C)c1)=N\NC(=O)c1ccccn1	11%	-3%	?	-7%	3%	?	16%[10 µM]
O=C(NN1C(=O)C2C(C1=O)C1C=CC2C12CC2)c1ccccc1 (centres undefined)	2%	-7%	7%	5%	-2%	1%	-26%
O=C(Nc1ccccc1)Nc1ccccc1Br	5%	-9%	5%	3%	6%	?	-6%[10 µM]
C#CCOCCOCCOCCNc1nc(N2CCOCC2)nc(N2CCN(C(=O)[C@H]([C@@H](C)O)n3cc(CCCCN)nn3)CC2)n1	-5%	-4%	7%	-1%	4%	15%	.
Cc1ccc(-n2c(SCC(=O)N3CC(=O)Nc4ccccc43)nc3ccccc3c2=O)cc1	.	.	5%	-10%	?	22%	23%[10 µM]
Cc1ccc(N=Cc2cc(Cc3ccccc3Cl)cc([N+](=O)[O-])c2O)c(O)c1	227%[activator]	-3%	3%	-6%	0%	?	?
CCn1cc(C(=O)N/N=C(/C)c2ccc(F)cc2)c(=O)c2cc(F)c(N3CCCC3)cc21	6%	-4%[38.3 µM]	-1%	-10%	5%	10%	8%
COc1ccc(N2CCN(C(=O)c3ccc(Br)cc3)CC2)c([N+](=O)[O-])c1	3%	2%	19%	-5%	?	-25%	?
Cc1sc2ncnc(N/N=C/c3cccc(O)c3)c2c1C	-1%	-1%	?	3%	-7%	27%	-13%[10 µM]
CCN(CC)S(=O)(=O)c1cccc(-c2nnc(C(=O)c3ccc(C(F)(F)F)cc3)o2)c1	4%	-4%[38.3 µM]	1%	-2%	2%	-7%	-28%
COc1cc(N(C)C)c([N+](=O)[O-])cc1C(=O)N1CCOCC1	-4%	-5%	7%	3%	9%	22%[9.22 µM]	30%[10 µM]
O=C(O)CCn1cnc2ccccc2c1=O	17%	24%[38.3 µM]	-5%	6%	5%	-15%	-7%
CCOc1ccc2nc(NC(=O)c3cccc(-c4cc5ccccc5oc4=O)c3)sc2c1	5%	0%	-2%	-2%	-5%	-25%	-37%[10 µM]
CC1=C(C(=O)Nc2ccc(Br)cc2)C(c2ccco2)NC(=O)N1 (centres undefined)	18%	21%[38.3 µM]	-13%	-1%	0%	0%[9.22 µM]	0%
Cc1cc(C)n2nc(NCc3cccc(Br)c3)nc2n1	12%	16%[38.3 µM]	4%	-2%	6%	7%	-20%
CC(C)(C)n1nnnc1C(c1ccncc1)N1CCN(C2CCCCC2)CC1 (centres undefined)	3%	9%[38.3 µM]	6%	1%	-4%	3%	-15%
O=C(NCCSCc1ccc(Cl)cc1Cl)c1ccc(CN2CCOCC2)cc1	1%	15%[38.3 µM]	15%	-1%	-2%	-23%	-50%[inhibitor]
CCOc1cc(N2C(=O)CC3CS(=O)(=O)CC32)c(OCC)cc1NC(=O)c1ccccc1 (centres undefined)	-5%	19%[38.3 µM]	-3%	-2%	-5%	-8%	-7%
CCOc1ncccc1C(=O)N1CCN(S(=O)(=O)c2ccc3ccccc3c2)CC1	5%	.	-17%	-11%	.	-9%[9.22 µM]	-4%[10 µM]
CC(NC(=O)c1cc(-c2cccs2)on1)c1ccccc1 (centres undefined)	9%	1%[38.3 µM]	-4%	0%	0%	-2%	-10%
C/C(=N\OC(=O)c1ccc(F)cc1)c1sc(-c2ccccc2)nc1C	0%	-1%[38.3 µM]	6%	0%	-4%	16%	-11%
Cc1occc1-c1nnc(SCC(=O)N2CCc3ccccc32)o1	17%	17%[38.3 µM]	-4%	-4%	0%	-3%	-14%[10 µM]

6 records drawn at random from those above:
SMILES	GoLoco inh red	IMPase Li inh	GAA glycogen mod	aGlu spleen mod	GAA inhib	HttQ103 aggreg	HTT ATP protect
C/C(=N\OC(=O)c1ccc(F)cc1)c1sc(-c2ccccc2)nc1C	0%	-1%[38.3 µM]	6%	0%	-4%	16%	-11%
Cc1sc(N)c(C#N)c1C	0%	-5%	-5%	-15%	3%	7%	?
CCOc1ccc2nc(NC(=O)c3cccc(-c4cc5ccccc5oc4=O)c3)sc2c1	5%	0%	-2%	-2%	-5%	-25%	-37%[10 µM]
Cc1occc1-c1nnc(SCC(=O)N2CCc3ccccc32)o1	17%	17%[38.3 µM]	-4%	-4%	0%	-3%	-14%[10 µM]
O=C(NN1C(=O)C2C(C1=O)C1C=CC2C12CC2)c1ccccc1 (centres undefined)	2%	-7%	7%	5%	-2%	1%	-26%
O=C(Nc1ccccc1)Nc1ccccc1Br	5%	-9%	5%	3%	6%	?	-6%[10 µM]

(continued)
SMILES	GoLoco inh red	IMPase Li inh	GAA glycogen mod	aGlu spleen mod	GAA inhib	HttQ103 aggreg	HTT ATP protect
COc1ccc(CN(Cc2cc3cc4c(cc3[nH]c2=O)OCO4)C(=O)NC2CCCCC2)cc1	10%	22%[38.3 µM]	-3%	-10%	12%	-26%	-29%[10 µM]
Cc1cccc(NC(=O)Cn2nnc3sc4c(c3c2=O)CC(C)(C)OC4)c1	0%	.	-1%	0%	.	7%[9.22 µM]	-2%[10 µM]
COc1ccc(-n2c(Cc3cccn3C)nnc2SCC(=O)NC2CCCCC2)cc1	-8%	5%	-4%	2%	3%	8%	-5%
O=C1CC(N2CCOCC2)C(=O)N1c1ccc(Cl)cc1 (centres undefined)	-11%	.	2%	5%	.	-7%[9.22 µM]	-2%[10 µM]
O=C(NCc1cc(F)cc2c1OCCO2)[C@H]1C[C@@H]1[C@H](NP(=O)(c1ccccc1)c1ccccc1)c1ccccc1	2%	0%	.	14%	.	.	5%
Cc1ccc(N2CC(O)=C(c3ccccc3)C2=N)cc1	6%	9%	9%	-2%	5%	5%	-10%[10 µM]
Cc1[nH]nc(-c2ccc(O)cc2O)c1Oc1ccccc1	13%	.	-28%	-7%	-9%[15.4 µM]	?	-23%
O=C(CSc1nnc(Cn2c(=O)sc3ccccc32)n1CCc1ccccc1)N1CCOCC1	2%	-10%[38.3 µM]	6%	-6%	0%	1%	-16%
CCn1c(CSc2nc3ccccc3s2)nnc1SCC(=O)NCC(=O)OC	0%	10%[38.3 µM]	6%	3%	-3%	15%	16%
CCOC(=O)C1CCCN(c2c(Nc3ccc(C)c(C)c3)c(=O)c2=O)C1 (centres undefined)	3%	-4%[38.3 µM]	-14%	4%	3%	2%	-8%

Source: PubChem BioAssay
